Screening data deposited in PubChem by National Center for Advancing Translational Sciences (NCATS).
IMPase inh: membrane-permeable compound that blocks inositol monophosphatase | P97697 | CHO-M1 cells, IP1 accumulation, HTRF TR-FRET ratio | inhibition (IP1 accumulation), % at 46.1 µM | 120,000 tested, under 10 active | AID 901; active means well fitted curve in the direction sought with a large enough effect in the signal ratio, not every such curve was filed as active; inconclusive means small, poorly fitted or top-dose-only effect, or a change in a side signal; inactive means no such curve, though single readings can be large or run the other way; the % refers to the signal ratio;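 further: cells stimulated with carbachol in lithium chloride buffer; plate controls were DMSO basal wells for no effect and reference inhibitor wells for full effect; higher means more IMPase inhibition seen as more IP1 and lower FRET ratio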
Target sequence (P97697 whole entry, looked up): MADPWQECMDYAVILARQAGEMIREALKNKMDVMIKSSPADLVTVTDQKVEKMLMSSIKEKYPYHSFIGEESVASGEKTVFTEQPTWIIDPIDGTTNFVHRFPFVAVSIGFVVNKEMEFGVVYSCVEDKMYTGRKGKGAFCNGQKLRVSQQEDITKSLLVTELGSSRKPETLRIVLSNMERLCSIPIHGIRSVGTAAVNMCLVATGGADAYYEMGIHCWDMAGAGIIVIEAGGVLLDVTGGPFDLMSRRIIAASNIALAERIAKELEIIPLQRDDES
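In this qHTS, compounds (final up to 46 uM) act on CHO-M1 cells that are then activated through the M1 receptor with carbachol, in pH 7.4 buffer containing 50 mM LiCl, for 30 min. IP1 accumulation is quantified by the IP-One immunoassay.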
An asterisk follows results filed as active; ? = inconclusive.

SMILES	IMPase inh
Cc1cccc(NC(=O)C2CCCN(S(=O)(=O)c3ccc(Br)s3)C2)c1 (configuration not stated)	7
Cn1c(=O)[nH]c(=O)c2c1nc(N1CCOCC1)n2Cc1ccccc1	1
COc1cccc(-c2nc(S(=O)(=O)c3ccc(C)cc3)c(NCc3ccccc3)o2)c1	-3
CCn1c2ccccc2c2nnc(SCCN3CCCCC3)nc21	11
Nc1nc(SCC(=O)Nc2cccc(C(F)(F)F)c2)n[nH]1	-3
CCOc1ccccc1NC(=O)Cn1c(=O)n(CCCC(=O)NCc2ccc(C)cc2)c(=O)c2ccccc21	2
COc1ccc(CN(C(=O)c2cc3ccccc3oc2=O)C2CCS(=O)(=O)C2)cc1OC (configuration not stated)	-5
Cc1cc2ccccc2n1CCNC(=O)c1cccc(Br)c1	-15
CC(C)c1ccc2oc(-c3ccc(NC(=O)c4cc5ccccc5o4)cc3)nc2c1	-15
COc1ccc(S(=O)(=O)N(CC(=O)NCc2ccccc2)c2ccc(C)cc2)cc1OC	?
COc1ccc(-c2noc(COc3cc(C)ccc3C)n2)cc1OC	17
Cn1c(NCCCO)nc2c1c(=O)n(Cc1cccc(F)c1)c(=O)n2C	3
Cc1cc(Oc2c(C(F)(F)F)oc3c(CN4CCC(C)CC4)c(O)ccc3c2=O)cc(C)c1Cl	6
COc1ccc(-c2cc(OC(=O)c3ccc(Cl)cc3)c3c(C)oc(C)c3c(=O)c2)cc1	2
Cc1ccc2nc(Nc3ccc(Br)cc3)nc(-c3ccccc3)c2c1	-12
CC(C)OC(=O)C(C(=O)C(F)(F)F)c1cc(NS(=O)(=O)c2ccc3c4c(cccc24)C(=O)N3)ccc1O (configuration not stated)	1
CCOc1ccc(-c2nc(SCC(=O)NCCOC)c(-c3ccc(OC)c(OC)c3)[nH]2)cc1	?
CCOc1ccc(OCC)c(NC(=O)C(NS(=O)(=O)c2ccc(Br)s2)c2ccccc2)c1 (configuration not stated)	-5
CCc1cccc(CC)c1N(COC)C(=O)Cn1c(C)nc2ccccc21	9
Cc1ccc(NC(=O)/C(C#N)=C/c2cc(C)n(-c3ccc(Br)cc3)c2C)cc1C	-10
Clc1ccc(-c2cn3cc(Cc4ccccc4)sc3n2)cc1	-4
CNC(=O)c1ccc2c(c1)N=C(C)c1cc(C)ccc1S2	-1
CCOc1ccc(NC(=O)c2c(NC(=O)Cc3ccccc3)sc3c2CCCCC3)cc1	-2
CCc1cccc(C)c1NC(=O)c1cccc(C(=O)Nc2c(C)cccc2CC)c1	2

Arranged by length of the SMILES (largest number first): some entries from above.
SMILES	IMPase inh
Cc1cc(Oc2c(C(F)(F)F)oc3c(CN4CCC(C)CC4)c(O)ccc3c2=O)cc(C)c1Cl	6
CCOc1ccc(OCC)c(NC(=O)C(NS(=O)(=O)c2ccc(Br)s2)c2ccccc2)c1 (configuration not stated)	-5
Clc1ccc(-c2cn3cc(Cc4ccccc4)sc3n2)cc1	-4

Continued:
SMILES	IMPase inh
Cc1ccc2nc(-c3ccc(NC(=O)COc4ccc(Br)cc4Br)cc3)sc2c1	1
COc1ccc(-c2nc3ccccc3o2)cc1NC(=O)c1ccc(-c2ccc(Br)cc2)o1	-6
COc1ccc(CC(=O)Nc2sc3c(c2C(=O)Nc2cccc(Cl)c2)CCCCC3)cc1	-7
COc1ccc(/C=C(\C#N)c2nc3ccccc3c(=O)[nH]2)cc1OC	17
COc1cc(OC)c(NC(=O)c2cn(C3CCCC3)c(=O)c3c2c2ccccc2n3C)cc1Cl	0
COc1ccc(C(=O)N2CCC(C(=O)Nc3ccccc3Cl)CC2)cc1	-3
CCOC(=O)N1CCc2c(sc3c2C(=O)NC(c2cc(OC)c(OC)c(OC)c2)N3)C1 (configuration not stated)	1
CCOC(=O)c1c(-c2ccc(Br)cc2)csc1NC(=O)c1ccc(F)cc1	-5
Cc1ccccc1NC(=O)CC1NCCNC1=O (configuration not stated)	-6
Cc1ccc(C)c(OCCn2c(-c3ccc(Cl)cc3)nc3ccccc3c2=O)c1C	-5
CCOc1ccc(NC(=O)c2sc3ccccc3c2Cl)cc1	-3
COc1ccccc1OCCn1c(-c2ccc(Br)cc2)nc2ccccc2c1=O	0

2 entries from above in a different format:
IMPase inh | mol
-6 | COc1ccc(-c2nc3ccccc3o2)cc1NC(=O)c1ccc(-c2ccc(Br)cc2)o1
-6 | Cc1ccccc1NC(=O)CC1NCCNC1=O (configuration not stated)

The listing continues:
SMILES	IMPase inh
Cc1ccc(S(=O)(=O)Nc2cc(Cl)c3oc4c(c3c2)CCCC4)cc1	5
COc1cccc(NC(=O)/C(C#N)=C/c2c(C)n(Cc3ccc(Cl)cc3)c3ccccc23)c1	-8
CCOc1cc(C(Nc2cc(C)ccn2)c2ccc3cccnc3c2O)ccc1OC (configuration not stated)	?
CCOC(=O)c1c(NC(=O)COc2ccc(C(C)(C)C)cc2)sc2c1CCCC2	-5
COc1ccc(-c2ccc3c(N)c(C(=O)Nc4ccc(C(F)(F)F)cc4)sc3n2)cc1OC	?
Cc1cc(C)n(-c2nc3ccccc3nc2N2CCN(c3cccc(C)c3C)CC2)n1	-4
COc1ccccc1N(CC(=O)N1CCC(C)CC1)S(=O)(=O)c1ccc(C)cc1	?
COc1ccc(C2c3c(oc4ccccc4c3=O)C(=O)N2Cc2ccc3c(c2)OCO3)cc1 (configuration not stated)	1
Cc1ccc(NC(=O)Cn2c(-c3ccc4c(c3)OCO4)cn(-c3ccccc3)c2=O)cc1C	9
Cc1c(C(=O)OCc2ccccc2)[nH]c2c1C(=O)CC(c1ccc(C(C)(C)C)cc1)C2 (configuration not stated)	3
O=C(COC(=O)c1cc(-c2cccs2)nc2ccccc12)c1ccc(Cl)cc1	0
CC(C)COc1ccccc1C1CC(=O)Nc2cc3c(cc21)OCO3 (configuration not stated)	10
COc1ccc(Nc2nc3ccc(C)cc3nc2-n2nc(C)cc2C)cc1Cl	3
COC(=O)c1ccc(NC(=O)Cn2c(-c3nonc3N)nc3ccccc32)cc1	-4
COCCOC(=O)c1c(C)n(S(=O)(=O)c2ccc(C)cc2)c2ccc(NS(=O)(=O)c3ccc(C)cc3)cc12	2
COC(=O)c1c(NC(=O)CCCOc2ccc(C)cc2)sc2c1C(C(=O)OC)CC2 (configuration not stated)	13
COc1ccc(S(=O)(=O)Nc2cc3c(cc2NCc2ccccc2)n(C)c(=O)n3C)cc1OC	5
Cc1ccc(-c2nnc(SCC(=O)N3CCc4ccccc43)o2)cc1	?
COc1cccc(NC(=O)c2sc3nc(C)c(C(=O)Nc4ccc(C)cc4C)c(-c4sccc4C)c3c2N)c1	-6
Cc1ccc(Oc2c(C(F)(F)F)oc3cc(OCC(=O)NC4CCCCC4)ccc3c2=O)cc1	-4
CCOCCCn1c(=N)c(C(=O)NCc2cccnc2)cc2c(=O)n3ccccc3nc21	-12
Cc1ccc(-n2c(=O)c3ccc(C(=O)NCc4ccco4)cc3n(CC(=O)Nc3ccc(C)c(F)c3)c2=O)cc1	-8
CC1=C(C(=O)OC2CCCC2)C(c2ccccc2Cl)CC(=O)N1 (configuration not stated)	7
CCOc1ccc(NC(=O)C2CCCN(S(=O)(=O)c3cccc4nonc34)C2)cc1 (configuration not stated)	2

Overlap with the part before: six compounds, followed by the next part.
SMILES	IMPase inh
COc1cccc(NC(=O)c2sc3nc(C)c(C(=O)Nc4ccc(C)cc4C)c(-c4sccc4C)c3c2N)c1	-6
Cc1ccc(Oc2c(C(F)(F)F)oc3cc(OCC(=O)NC4CCCCC4)ccc3c2=O)cc1	-4
CCOCCCn1c(=N)c(C(=O)NCc2cccnc2)cc2c(=O)n3ccccc3nc21	-12
Cc1ccc(-n2c(=O)c3ccc(C(=O)NCc4ccco4)cc3n(CC(=O)Nc3ccc(C)c(F)c3)c2=O)cc1	-8
CC1=C(C(=O)OC2CCCC2)C(c2ccccc2Cl)CC(=O)N1 (configuration not stated)	7
CCOc1ccc(NC(=O)C2CCCN(S(=O)(=O)c3cccc4nonc34)C2)cc1 (configuration not stated)	2
COc1ccc(-c2nc3ccccc3o2)cc1NC(=O)c1cc(Br)ccc1OC	-15
COc1ccc(CNC(=O)CSc2nc(-c3ccc(OC)c(OC)c3)cc(C(F)(F)F)n2)cc1	-8
CC(C)Oc1ccc(NC(=O)c2cc3ccccc3o2)cc1	5
O=C(Nc1ccc(Br)cc1)c1cc(-c2cccs2)nc2ccccc12	-4
O=C(CCS(=O)(=O)c1cc(Br)cc2c1N(C(=O)C1CC1)CC2)N1CCN(c2cccc(Cl)c2)CC1	6
COC(=O)c1c(C)oc2ccc(N(C(=O)c3ccncc3)S(=O)(=O)c3cc(C)ccc3C)cc12	9
Cc1cc(C)cc(NC(=O)Cn2cc(C(=O)C3CCCCC3)c3ccccc32)c1	3
COc1ccc2c(c1)-c1nc(NC(=O)c3cc(Cl)ccc3OC)sc1CC2	7
CCCCOc1ccc(C(=O)N/C(=C\c2ccc(Br)cc2)C(=O)NC2CCCCC2)cc1	-5
CCOc1ccc(NC(=O)c2nc3nc(C)cc(C(F)F)n3n2)cc1	4
CNC(=O)c1cc(Nc2nnc(-c3ccc(O)cc3)c3ccccc23)ccc1OC	1
COc1ccc(/C=C(\C#N)c2nc3ccccc3n2C)c(OC)c1	-9

2 records drawn at random from those above:
SMILES	IMPase inh
COC(=O)c1ccc(NC(=O)Cn2c(-c3nonc3N)nc3ccccc32)cc1	-4
CCOC(=O)c1c(NC(=O)COc2ccc(C(C)(C)C)cc2)sc2c1CCCC2	-5

Carrying on:
SMILES	IMPase inh
CC(C)c1ccc(C(=O)CC2(O)C(=O)N(CCc3ccccc3)c3ccc(Cl)cc32)cc1 (configuration not stated)	9
COC(=O)c1c(NC(=O)COc2cccc(C(F)(F)F)c2)sc2c1CCCC2	3
CCC(C)c1ccc(OCC(=O)Nc2ccc(-c3nc4ncccc4o3)cc2)cc1 (configuration not stated)	-4
COc1ccc(Cl)cc1C(=O)Nc1ccc2oc(-c3ccc(C(C)(C)C)cc3)nc2c1	-12
CCOC(=O)C1=C(C)N=C2SCCC(=O)N2C1c1ccc(OCc2ccccc2)cc1 (configuration not stated)	4
Fc1ccc(-n2nc(-c3ccccc3)c3cnc4ccccc4c32)cc1Cl	1
COc1cccc(NC(=O)CSc2nnc3scc(-c4ccc(Cl)cc4)n23)c1	2
COc1ccc(-c2csc3nc(-c4ccccc4C)oc(=O)c23)cc1OC	?
Cc1ccc(CCNC(=O)c2ccc(Nc3nc4ccccc4n4nnnc34)cc2)cc1	-10
Cc1ccc(C(=O)Oc2c(S(=O)(=O)c3ccccc3)c(C)nn2-c2ccccc2)cc1	-1
CCCSc1nnc2n(-c3ccc(OC)cc3)c(=O)c3c4c(sc3n12)COC(C(C)C)C4 (configuration not stated)	-1
CC(C)(C)C1CCc2c(sc(NC(=O)C3c4ccccc4Oc4ccccc43)c2C(N)=O)C1 (configuration not stated)	-11
CC1CCN(c2nc(-c3ccc(C(C)(C)C)cc3)nc3ccccc23)CC1	-7
CCN(CC)C(=O)Cn1c(=O)n(Cc2ccc(C(=O)NCCCOC)cc2)c(=O)c2ccccc21	5
C#CCN1C(=O)C(O)(CC(=O)c2ccc(OC)c(OC)c2)c2cc(Br)ccc21 (configuration not stated)	-3
CC1=C(C(=O)Nc2ccccc2)C(c2ccccc2)n2nc(-c3ccco3)nc2N1 (configuration not stated)	0
COc1cc(C2CC(=O)Nc3cc4c(cc32)OCCO4)cc(Br)c1OC (configuration not stated)	7
CCOC(=O)N1CCN(C(=O)CN(c2cccc(Cl)c2C)S(=O)(=O)c2ccc(C)cc2)CC1	-5
CCOc1ccc(NC(=O)NCCN2CCN(c3cc(Cl)ccc3C)CC2)cc1	-1
Clc1ccc(CCNC(c2cccc(Cl)c2)c2nnc(-c3ccccc3)o2)cc1 (configuration not stated)	2
O=C(C1CCC(CNS(=O)(=O)c2ccc(Br)s2)CC1)N1CCN(c2ccccc2)CC1 (configuration not stated)	7
CCOC(=O)c1c(NC(=O)COc2ccc(Cl)cc2C)sc2c1CCCCC2	-2
CCCOC1(C(F)(F)F)NC(=O)N(c2cccc(Cl)c2)C1=O (configuration not stated)	5
CCOC(=O)c1[nH]c2c(c1Cc1ccccc1)C(=O)CC(c1ccc(Cl)cc1)C2 (configuration not stated)	11
COc1ccccc1N(CC(=O)NCCSc1ccccc1)S(=O)(=O)c1ccc(C)cc1	?
COc1cc(-c2nc(SCC(=O)Nc3ccc4c(c3)OCO4)c(-c3ccccc3)[nH]2)cc(OC)c1OC	-4
CNc1nc2c(c(=O)n(C)c(=O)n2C)n1CC(O)COc1ccc(OC)cc1 (configuration not stated)	6
COc1ccc(CCNC(=O)c2cc(-c3ccccc3)nc3ccccc23)cc1OC	-7
COc1ccc(S(=O)(=O)N(CC(=O)NCCSCc2ccccc2)c2ccc(C)cc2)cc1	1
O=C(Nc1ccc(NC(=O)c2cccs2)cc1)c1ccc(Br)cc1	-4
CCOc1ccc(NC(=O)CC2Nc3cccc4cccc(c34)NC2=O)cc1 (configuration not stated)	-6
COc1ccc(OCC(=O)N2CCN(C(=O)c3cc(OC)c(OC)c(OC)c3)CC2)cc1	-6
COc1cc(-c2nc3ncccn3c2Nc2ccc(C)cc2C)ccc1O	-19
COc1ccc(C)cc1N(CC(=O)N1CCC(C)CC1)S(=O)(=O)c1ccc(C)cc1	1
COc1ccc(Cl)cc1NC(=O)CSc1nc(-c2cccs2)cc(C(F)(F)F)n1	?
CCCn1c(=N)n(CC(O)COc2ccccc2OC)c2ccccc21 (configuration not stated)	2
Cc1cc(C)c(NC(=O)CSc2nc3ccccc3nc2N2CCCCC2)c(C)c1	-3
COc1ccc2c(c1)Cc1sc(NC(=O)c3cccc(F)c3)nc1-2	-4
COc1ccccc1NC(=O)CSc1nnc2c3ccccc3n(C(C)C)c2n1	1
Cc1ccc(NC(=O)c2ncn(-c3ccccc3)n2)c(Cl)c1	-2

These rows are one share of the data. The share of hits here may be higher or lower than overall.
